West Nile antiviral: inhibition of WNV-induced cytopathic effect – cell-based, CPE readout (AID 1621) | hit rate 0.02% among 290,000 | West Nile virus-infected cells, CPE inhibition; higher % means a stronger effect | one-dose CPE inhibition, % at 10 µM; IC50 in µM for titrated hits; in the data active means a potency from the dose series; inconclusive means CPE inhibition mostly from about 3.7% at the one dose, without a potency; inactive means the rest, 99 in 100 with CPE inhibition below about 2.2%; further: strong numbers were not always called active
T cell modulator: T cell immune modulation candidate; AID 2052; calls only at 7 µM; hit rate 0.068% among 330,000; 2C CD8+ T cell-vesicle binding, flow cytometry; hits give low values;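 active means response, share of CD8 T cells binding vesicles, and their 90th percentile fluorescence all below set limits, cut at about 80% in these data, passing the limit was not always enough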
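System: murine 2C transgenic CD8+ T lymphocytes; also added: QL9-loaded Drosophila micro-vesicles; times: binding 1.5 h at 37 °C; measured by: flow cytometry, PE anti-B7-1 (FL2) versus Alexa647 anti-CD8 (FL8), PFA-fixed; control set: Peptide-free naked vesicles (low) and QL9 vesicles with 0.7% DMSO vehicle (high)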
NTR1 agonist: agonists of NTR1, primary screen, imaging, U2OS cells, beta-arrestin-GFP, high content (AID 493036); activation, % at 20 µM; hit rate 0.17% among 330,000; NTR1-U2OS beta-arrestin-GFP spot imaging, agonist mode; P30989;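 active means activation at or above 40% of the spot to cytoplasm intensity ratio, with at least 20 cells analyzed; inconclusive means wells under 20 cells, flagged as cytotoxic or low count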;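 further: 0% = DMSO without peptide and 100% = 100 nM NTR1 peptide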
Target sequence (P30989 whole entry, looked up): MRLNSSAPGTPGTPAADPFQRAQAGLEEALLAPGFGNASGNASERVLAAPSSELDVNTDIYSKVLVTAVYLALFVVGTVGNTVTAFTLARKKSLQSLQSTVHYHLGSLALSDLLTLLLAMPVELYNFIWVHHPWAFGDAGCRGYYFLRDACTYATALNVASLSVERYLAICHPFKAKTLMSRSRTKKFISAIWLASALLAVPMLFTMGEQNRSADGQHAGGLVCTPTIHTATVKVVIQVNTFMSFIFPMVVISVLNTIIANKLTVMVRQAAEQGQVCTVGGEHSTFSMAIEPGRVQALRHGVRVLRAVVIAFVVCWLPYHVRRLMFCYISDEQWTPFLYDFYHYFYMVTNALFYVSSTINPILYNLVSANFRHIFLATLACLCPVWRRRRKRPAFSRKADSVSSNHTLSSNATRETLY
GPR55 LPI antagonism: inhibition of LPI-stimulated GPR55 beta-arrestin translocation – imaging, U2OS, beta-arrestin-GFP, LPI agonist, primary screen (AID 2013); U2OS GPR55 beta-arrestin-GFP translocation imaging, LPI antagonism; higher % means a stronger effect; inhibition, % at 10 µM, or IC50 in µM where a hit was titrated; hit rate 0.13% among 290,000;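 active means spots per cell inhibited over 60%, with over 100 cells counted and total cytoplasm intensity under 500,000; inconclusive means wells with under 100 cells, flagged as likely toxic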;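 further: U2OS cells stably carrying GPR55 and arrestin-GFP stimulated by 5 µM LPI near EC80; imaged beta-arrestin-GFP aggregate spots per cell after agonist stimulation; plate controls were LPI-stimulated DMSO wells for no effect and DMSO wells without LPI for full effect; some results filed as inactive read as strong as hits; confirmed hits need IC50 under 10 µM and bright autofluorescent wells are also inconclusive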
KOR beta-arrestin-1: KOR agonists, beta-arrestin recruitment, primary screen, cell-based, luminescence, uHTS (AID 1777); KOR beta-arrestin recruitment, luminescence; higher % means a stronger effect; activation, % at 10 µM; hits with a dose series show EC50 in µM; hit rate 0.02% among 280,000; in the data active means activation above about 50%, passing the limit was not always enough; further: a part of the inactive calls stands beside numbers as strong as those of hits
KOR beta-arrestin-2: KOR antagonists, beta-arrestin recruitment, cell-based, luminescence, uHTS (AID 1778); KOR beta-arrestin recruitment, luminescence, antagonist mode; higher % means a stronger effect; inhibition, % at 10 µM; hits with a dose series show IC50 in µM; hit rate 0.091% among 290,000; in the data active means inhibition above about 50%; further: strong numbers were not always called active
GPR35 antagonists: inhibition of zaprinast-stimulated GPR35 beta-arrestin translocation – imaging, U2OS, beta-arrestin-GFP, zaprinast agonist, primary screen (AID 2058) | inhibition, % at 10 µM, or IC50 in µM where a hit was titrated | U2OS GPR35 beta-arrestin-GFP translocation imaging, zaprinast antagonism; higher % means a stronger effect | hit rate 0.052% among 290,000;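 active means inhibition of at least 50% with at least 30 cells and total cytoplasm GFP at most 10,000,000; inconclusive means under 30 cells or total GFP of 10,000,000 plus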
GPR55 activation: selective activators of receptor GPR55 – imaging, U2OS cells, beta-arrestin-GFP redistribution, primary screen (AID 1961) | U2OS GPR55 beta-arrestin-GFP redistribution imaging; higher % means a stronger effect | activation, % at 10 µM, or EC50 in µM where a hit was titrated | hit rate 0.048% among 290,000;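 active means activation above 40% with more than 50 cells counted in the well; inconclusive means wells holding fewer than 50 cells, flagged as toxic or sparse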;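 further: U2OS osteosarcoma cells stably expressing GPR55 and beta-arrestin-GFP; plate controls were DMSO negative control for no effect and LPI positive control for full effect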
PhoP inhibition: inhibitors of PhoP regulon expression, primary screen, Salmonella Typhimurium, GFP reporter (AID 1863); S. Typhimurium PhoP-regulated promoter GFP reporter, 4 h; higher % means a stronger effect; one-dose inhibition, % at 50 µM; IC50 in µM for titrated hits; hit rate 0.16% among 300,000;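 active means inhibition over 29.93%, a cutoff 3 SD above the screen mean, later confirmed by dose response; inconclusive means inhibition over 29.93% but no dose response follow-up; inactive means inhibition at most 29.93% or unconfirmed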;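 further: 0% = low Mg2+ inducing control and 100% = high Mg2+ repressing control; strong numbers were not always called active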
T cell modulator vesicle-bound %: also measured in T cell modulator; calls as there; double positive events, %; measured here: CD8+ vesicle-bound cell fraction;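 binding gate set so that unloaded-vesicle control wells show 10% double positive cells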
NTR1 agonist cell count 20 µM: recorded beside NTR1 agonist, whose call it bears; cell count; measured here: cell count, cytotoxicity flag
* = called active by the depositor; i = inactive; ? = inconclusive; . = no result given; [ ] = remark or other dose.

canonical_smiles,KOR beta-arrestin-1,PhoP inhibition,KOR beta-arrestin-2,GPR35 antagonists,GPR55 LPI antagonism,West Nile antiviral,T cell modulator vesicle-bound %,NTR1 agonist,T cell modulator,GPR55 activation,NTR1 agonist cell count 20 µM
Brc1cccc(-c2nnc(SCc3ccon3)n2-c2ccccc2)c1,0.5%,1%,2%,-15%,-3%,-1.0%,42,0.4,i,-0.1%,62
CC(Sc1nnc2c(n1)[nH]c1ccccc12)C(=O)NC1CCCCC1 (stereo unspecified),-1.3%,1%,20%,-15%,14%,-1.4%,46,-0.2,i,-0.2%,50
CC(=O)COc1nc2c(c(-c3ccco3)c1C#N)CCc1ccccc1-2,-0.4%,-19%,-21%,10%,10%,-0.8%,46,7.4,i,-0.1%,51
CC1CC(C)CN(CCOc2ccc(Br)cc2)C1 (stereo unspecified),-0.9%,1%,0%,-2%,16%,-0.9%,57,-0.4,i,-0.2%,37
CSc1ncccc1C(=O)N1CCN(S(=O)(=O)c2ccccc2)CC1,1.0%,-2%,-34%,-7%,1%,-0.2%,53,0.0,i,.,55
O=C(CSc1nnnn1-c1ccccc1)Nc1ncc2c(n1)CC(c1ccco1)CC2=O (stereo unspecified),5.6%,-5%,27%,9%,-3%,0.2%,44,0.9,i,-0.3%,37
Cc1cc(C)cc(OCC(O)CN2CCN(Cc3ccc4c(c3)OCO4)CC2)c1 (stereo unspecified),6.8%,-6%,-54%,-13%,-6%,-1.3%,42,1.5,i,0.0%,46
O=C(NCc1ccccc1Cl)C1CCN(S(=O)(=O)c2ccc(N3CCCC3=O)cc2)CC1,2.4%,-11%,26%,12%,8%,-0.7%,6,-0.8,i,-0.1%,67
CC(C)(C)c1ccc2c(c1)OC(C(=O)N/N=C\c1ccc(-c3cccc(C(=O)O)c3)o1)CO2 (stereo unspecified),-2.1%,-9%,28%,-11%,13%,0.7%,55,3.3,i,1.2%,59
O=[N+]([O-])c1ccc(C[n+]2cccc3ccccc32)cc1,-0.7%,4%,-3%,11%,16%,-0.5%,10,-3.0,i,0.1%,55
CCOc1ccc(CC(=O)Nc2cc(=O)n(C)c(=O)n2C)cc1,1.9%,-13%,-10%,-7%,7%,-1.1%,55,-1.2,i,-0.7%,53
CC1(C)Oc2ccc3ccc(=O)oc3c2/C(=C/O)C1=O,-5.4%,2%,3%,8%,6%,-0.5%,59,1.1,i,0.4%,62
COc1cc(NC(=S)NN2CCN(C)CC2)cc(OC)c1OC,-0.2%,-6%,0%[20 µM],-6%,8%,0.0%,57,7.1,i,-0.1%,85
CCOc1ccccc1CN1CCN(CC2=Cc3cc(OC)ccc3OC2)CC1CCO (stereo unspecified),2.7%,-6%,-20%,0%,11%,-1.2%,39,-0.3,i,0.9%,72
COC(=O)c1ccccc1NC(=O)CCCn1nc([N+](=O)[O-])c(Br)c1C,-1.8%,-8%,-18%,-8%,11%,-0.7%,33,-0.2,i,-0.3%,50
O=C(CCN1C(=O)C2C3CCC(C3)C2C1=O)Nc1cccc(Cl)c1 (stereo unspecified),7.1%,7%,-29%,7%,-1%,0.2%,9,1.4,i,1.2%,46
O=C(Nc1nc(-c2nc3ccccc3s2)cs1)C1COc2ccccc2O1 (stereo unspecified),2.3%,-8%,-5%,-18%,5%,0.1%,42,41*,i,0.3%,66*
Cc1cc(C(=O)NNC(=O)c2c(-c3c(Cl)cccc3Cl)noc2C)no1,3.3%,-6%,-4%,-14%,17%,-0.3%,23,0.1,i,-0.2%,72
CN(C(=O)CS(=O)(=O)c1cn(CC(=O)N2CCCC2)c2ccccc12)c1ccccc1,0.5%,1%,14%,-1%,7%,-0.7%,33,0.6,i,0.9%,63
COCCn1c(C)cc2c(c1=O)C(c1ccco1)C(C#N)=C(N)O2 (stereo unspecified),1.3%,-7%,-5%,4%,-2%,0.2%,13,0.4,i,-0.1%,81

Other structures follow.
canonical_smiles,KOR beta-arrestin-1,PhoP inhibition,KOR beta-arrestin-2,GPR35 antagonists,GPR55 LPI antagonism,West Nile antiviral,T cell modulator vesicle-bound %,NTR1 agonist,T cell modulator,GPR55 activation,NTR1 agonist cell count 20 µM
O=C(C1CC1)n1cc(C(=S)N2CCOCC2)c2ccccc21,6.4%,-3%,-18%,-4%,-2%,-0.2%,58,1.5,i,-0.1%,48
Cc1ccc(C(=O)O/N=C(\N)c2ccccn2)c(Cl)c1,3.4%,-4%,-38%[20 µM],-10%,5%,0.7%,13,1.4,i,4.4%,64
CC(C)/C=N/NC(=O)c1cc(Br)ccc1O,5.0%,9%,-64%,-3%,-1%,-0.4%,43,0.9,i,-0.3%,52
Cc1ccc(/C=N\NC(=O)Cc2noc3ccccc23)cc1,-0.9%,19%,-12%,6%,6%,-0.7%,56,-0.1,i,0.0%,51
CC(C)C[C@H](NC(=O)c1nc[nH]c1C(=O)NCC(=O)OC(C)(C)C)C(=O)OCc1ccccc1,4.2%,2%,11%,-9%,3%,-0.5%,46,22,i,-0.1%,84
O=S1(=O)CCOCCCN1Cc1cccc(F)c1,-3.6%,.,7%[20 µM],0%,-7%,0.2%,23,-0.4,i,-0.2%,90
O=C(NC(NNc1ccc([N+](=O)[O-])cc1)(C(F)(F)F)C(F)(F)F)c1ccccc1Cl,7.3%,-2%,-32%,8%,26%,-0.2%,27,4.1,i,0.3%,72
O=C(CCCc1nc(-c2ccccc2Cl)no1)NC1CCCCC1,0.2%,-2%,4%,-8%,17%,-0.4%,12,-0.3,i,0.0%,41
O=[N+]([O-])c1cccc(S(=O)(=O)N2CCCCCC2)c1,-4.2%,3%,19%,14%,4%,-0.3%,48,3.0,i,-0.2%,43
CCOC(=O)CNC(=O)COc1coc(CN2CCN(c3ccccc3F)CC2)cc1=O,11%,2%,-6%,2%,10%,0.0%,30,-0.5,i,-0.1%,60
O=C(CNCc1ccccc1Cl)NCc1ccco1,-2.3%,13%,-23%[20 µM],3%,4%,1.5%,65,-0.7,i,0.2%,57
Cc1csc(NC(=O)CCS(=O)(=O)c2ccc(Br)cc2)n1,-3.2%,-8%,35%,-8%,-3%,0.1%,42,-0.5,i,-0.3%,62
Cc1cc(Nc2ncc(Cl)cc2Cl)n(-c2ccccc2C)n1,3.9%,8%,-20%,-6%,-10%,-1.4%,51,1.0,i,0.0%,41
CCSc1nnc2nc(C)cc(C)n12,1.9%,16%,1%,-5%,-8%,0.4%,31,-1.4,i,-0.1%,44
CSc1ccc(C(=S)N2CCN(C(c3ccccc3)c3ccccc3)CC2)cc1,2.8%,-1%,-19%,20%,-12%,-0.7%,51,7.0,i,-0.1%,77
CSCC(C)N1CCC(Oc2cccc(C(=O)NCc3ccccn3)c2)CC1 (stereo unspecified),-1.4%,-2%,21%,-15%,0%,-0.8%,19,-1.1,i,-0.1%,54
CCC(C)NC(=O)CSc1nc2ccccc2c(=O)n1Cc1ccc(OC)cc1 (stereo unspecified),1.5%,0%,5%,11%,13%,-1.0%,13,2.5,i,-0.1%,84
Cc1nc2ccc(NC(=O)c3cc([N+](=O)[O-])cc([N+](=O)[O-])c3Cl)cc2s1,-6.2%,-31%,4%,29%,12%,-0.8%,38,.,i,0.6%,.
O=C(NCCCN1CCOCC1)c1ccc([N+](=O)[O-])cc1[N+](=O)[O-],-4.9%,-2%,12%,8%,2%,0.5%,47,-1.0,i,0.0%,52
Cc1cc(C(C#N)c2ccccc2F)n2ncnc2n1 (stereo unspecified),.,-2%,-40%[20 µM],-10%,6%,2.0%,56,-0.9,i,-0.1%,52

Carrying on:
canonical_smiles,KOR beta-arrestin-1,PhoP inhibition,KOR beta-arrestin-2,GPR35 antagonists,GPR55 LPI antagonism,West Nile antiviral,T cell modulator vesicle-bound %,NTR1 agonist,T cell modulator,GPR55 activation,NTR1 agonist cell count 20 µM
Cc1ccc(C(=O)OCC(=O)NC(C)C)cc1S(=O)(=O)N1CCOCC1,4.1%,-6%,-52%,1%,-1%,-0.3%,35,-0.7,i,0.3%,56
Cc1cccc(C(=O)O/N=C(\N)c2cccc([N+](=O)[O-])c2)c1,-2.6%,-4%,14%,6%,-11%,-0.1%,29,0.5,i,0.2%,46
COc1ccc(Cl)cc1Nc1nc(N)c2ccccc2n1,-0.2%,6%,-13%[20 µM],-2%,19%,-0.7%,31,6.4,i,-0.1%,73
Cc1ccc(Cl)cc1NC(=O)C1CCCCC1C(=O)O (stereo unspecified),-1.3%,2%,-33%[20 µM],-4%,8%,0.1%,58,0.6,i,-0.1%,50
Cc1ccnc(NS(=O)(=O)c2ccc(NC(=O)/C=C/c3cccs3)cc2)n1,-4.4%,0%,-8%,3%,8%,-0.6%,57,1.0,i,-0.3%,72
Cc1cc(C)n(-c2cc(Cl)ccc2[N+](=O)[O-])n1,.,0%,-5%[20 µM],14%,1%,0.6%,63,-2.6,i,-0.1%,66
CCCCCCC(=O)Nc1nc(C)c(-c2csc(Nc3cc(OC)ccc3OC)n2)s1,-4.7%,0%,-6%,6%,28%,-0.2%,35,9.0,i,-0.1%,64
CCOc1ccccc1CNC(CC)CO (stereo unspecified),-3.5%,9%,-20%,-14%,7%,-0.1%,61,-0.9,i,0.1%,73
Cc1c(C(=O)Nc2cc(F)ccc2F)sc2nc3n(c(=O)c12)CCCCC3,3.5%,7%,-37%,5%,-6%,1.2%,43,1.9,i,-0.2%,72
CC1OC(O[C@H]2CC[C@]3(C)C4C=C[C@]56OC[C@@]7(CC[C@@H](C)[C@H](C)C75)[C@H](O)C[C@@]6(C)[C@]4(C)CC[C@H]3C2(C)C)C(OC2OC(CO)C(O)C(O)C2OC2OCC(O)C(O)C2O)C(O)C1O (stereo partly specified),27%,-9%,-74%,?,?,.,.,.,.,?,.
COc1ccc(C(=O)OCC(=O)NC2CC2)cc1S(=O)(=O)N1CCOCC1,3.5%,-2%,-18%,12%,-6%,0.1%,24,0.9,i,-0.3%,39
O=C(Nc1ccc2c(c1)OCCO2)c1ccc(Cl)cc1,0.8%,3%,-28%[20 µM],8%,-8%,-0.5%,62,1.0,i,-0.3%,65
N#CC1=C2SCN(c3ccccc3)CN2C(=O)CC1c1ccccc1Cl (stereo unspecified),-3.9%,7%,0%,4%,1%,-0.1%,28,3.8,i,-0.2%,81

High-throughput results deposited in PubChem BioAssay by several laboratories.
